# High-throughput results as filed in PubChem.
# TCR activator: Activators of T cell receptors: qHTS campaign. AID 504894, 2011. 330,000 tested, under 10 active. primary human leukocytes, anti-CD3, IL-2 HTRF, 48 h. Potency, µM (series often up to 9.22 µM), for inactives: top-dose activation of IL-2 secretion, actives largely listed as activators; note: % of control where 0% means no effect
#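 Human primary leukocytes + a-CD3 beads + cpd, 48 hr; IL-2 in supernatant by HTRF (ex 320nm / em 665nm). No co-stimulatory signal supplied.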
# A-T KAP1 phos: qHTS Assay for Identifying a Potential Treatment of Ataxia-Telangiectasia; […] A-T fibroblasts, KAP-1 phosphorylation AlphaLISA; neocarzinostatin DNA damage 30 min before lysis; Potency, µM (titrated, usually from 57.5 µM), without a hit: at the highest dose activation, most hits filed as activators; 0.19% of 320,000 active; note: potency is the fitted concentration of half-maximal effect; % of control where 0% means no effect; nearly all actives have a fitted effect of over 45% in size
#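 ATM-like activity read as KAP-1 phosphorylation via AlphaLISA donor/acceptor antibody pairs after lysis and 6 hr at 25C. Cells were ATM-null patient fibroblasts ([…], hTERT), dosed 60 min, then exposed to the DSB inducer NCS for 30 min.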
# a7 integrin act: qHTS for Activators of Integrin-Mediated Alleviation for Muscular Dystrophy. alpha7betagal myoblasts, beta-gal FDG fluorescence, 48 h. Potency, µM (series often up to 38.3 µM), for inactives: top-dose activation, most hits filed as activators. 0.064% of 350,000 active. AID 624291, 2012;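 note: potency is the fitted concentration of half-maximal effect; 100% = response of the positive control SU9516; nearly all actives have a fitted effect of over 60% in size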
#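 Alpha7betagal+/- myoblasts (passage 13) were plated 16-24 hr, then exposed to compounds (1:260 dilution of DMSO stock) for 48 hours at 37C. After MPER lysis, β-galactosidase reporter activity was read as FDG fluorescence (ex 480/em 540) after 30 minutes.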
# Menin-MLL TR inh: qHTS Assay for Inhibitors Targeting the Menin-MLL Interaction in MLL Related Leukemias: Competition With Texas Red Labeled MLL-derived Mutant Peptide. 0.23% of 270,000 active. O00255. AID 1768, 2009. Potency, µM (doses to about 61.6 µM), for the others: at the top dose FP activity change, negative = inhibition, usual class: inhibitors. Menin + Texas Red MLL mutant peptide, fluorescence polarization; active = well fitted inhibition curve with a large enough effect in the polarisation, with a control signal flat, not every such curve was filed as active; inconclusive = small, poorly fitted or top-dose-only effect, or effect the other way, or a change in a side signal; inactive = no such curve, though single readings can be large or run the other way; the % refers to the polarisation; note: potency is the fitted concentration of half-maximal effect; % of control where 0% means no effect; many of its hits are not listed in these tables
# Mito fusion yeast: qHTS Assay for Small Molecule Inhibitors of Mitochondrial Division or Activators of Mitochondrial Fusion. S. cerevisiae fusion-defective mutant growth rescue, CellTiterGlo 48 h. Potency, µM (highest dose often 46.1 µM), inactives show at the highest dose growth rescue (activation), usual class: activators. 0.23% of 320,000 active. AID 485298, 2010;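 note: potency is the fitted concentration of half-maximal effect; % of control where 0% means no effect; nearly all actives have a fitted effect of over 45% in size; temperature-sensitive fusion mutants such as fzo1-1 at 37 °C on non-fermentable ethanol glycerol medium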
#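 Growth-rescue viability read-out: after 48 h at the non-permissive 37C in glycerol/ethanol YPEG, yeast mitochondrial fusion mutants are measured by CellTiterGlo luminescence; compounds (23 nl pinned per well) restoring growth score as division inhibitors or fusion activators.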
# TSHR antag: Antagonists of the Thyroid Stimulating Hormone Receptor: HTS campaign; Thyrotropin receptor (Homo sapiens), P16473; TSHR-expressing cells, TSH-stimulated cAMP HTRF, 2 h; hits give low values; activity change, negative = inhibition, % at 11.5 µM; 0.2% of 330,000 active;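 active = activity change below a set negative limit, meaning inhibition stronger than a set level, cut at about -70% in these data; inconclusive = activity change between two set negative limits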; note: % is set by controls: 0 for no effect and ±100 for the full control effect
#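 TSHR-expressing cells were treated with compounds, then stimulated with TSH at EC80 (4nM final) for 2 hours at 37 deg C. Cellular cAMP was measured by HTRF competition between lysate cAMP and cAMP-d2 for a cryptate-labelled anti-cAMP antibody.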
# S-ASM inh: Inhibitors of Secretory Acid Sphingomyelinase (S-ASM): qHTS; Sphingomyelin phosphodiesterase (Homo sapiens), P17405; placental ASM, HMU-PC fluorogenic substrate, 60 min; Potency, µM (doses to about 57.5 µM), inactives show at the highest dose activity change, negative = inhibition, usual class: inhibitors; 0.006% of 340,000 active; note: potency is the fitted concentration of half-maximal effect
#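 qHTS format. ASM enzyme prepared from human placenta hydrolyses the fluorogenic substrate HMU-PC0 (9 uM final) over 60 min at 37 °C after a 10 min compound preincubation.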
# PTAP TSG101 blk: qHTS Assay for Iinhibitors of HIV-1 Budding by Blocking the Interaction of PTAP/TSG101 | Fluorescence polarization, FITC-PTAP peptide / Tsg101 binding | Potency, µM (doses to about 115 µM), for the others: at the top dose activity change, negative = inhibition, hits mostly inhibitors | 340,000 tested, under 10 active; active = well fitted inhibition curve with a large enough effect in the main read-out, with a control signal flat, not every such curve was filed as active; inconclusive = small, poorly fitted or top-dose-only effect, or effect the other way, or a change in a side signal; inactive = no such curve, though single readings can be large or run the other way; note: potency is the fitted concentration of half-maximal effect; % of control where 0% means no effect
#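 Steps: Tsg101 binding domain dispensed (10 uM final), compounds pinned in DMSO, FITC-labeled PTAP-motif peptide added (50 nM final); after 20 min binding at room temperature, polarization measured.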
# MBNL1-CUG inh: qHTS Assay for Inhibitors of MBNL1-poly(CUG) RNA binding; AID 2675, 2010; TR-FRET MBNL1-His/biotin-(CUG)12 binding, 665/545 ratio; Muscleblind-like protein 1 (Homo sapiens), Q9NR56; 0.036% of 280,000 active; Potency, µM (titrated, usually from 57.5 µM), inactives show at the top dose activity change, negative = inhibition, most hits filed as inhibitors; active = well fitted inhibition curve with a large enough effect in the signal ratio, with a control signal flat, not every such curve was filed as active; inconclusive = small, poorly fitted or top-dose-only effect, or effect the other way, or a change in a side signal; inactive = no such curve, though single readings can be large or run the other way; the % refers to the signal ratio; note: potency is the fitted concentration of half-maximal effect; % is set by controls: 0 for no effect and ±100 for the full control effect
#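 TR-FRET between His-tagged MBNL1 and biotin-(CUG)12 RNA, detected with Tb anti-His antibody (0.055 ng/ul) and streptavidin-XL665 (5 nM), 60 min at room temperature. Compounds titrated 92 nM to 58 uM; 665/545 nm ratio normalized to buffer and complex controls.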
# CXXC DNA block: qHTS Fluorescence Polarization Assay for Inhibitors of MLL CXXC domain - DNA interaction | Histone-lysine N-methyltransferase 2A (Homo sapiens), Q03164 | MLL-CXXC / FITC-HOXA9 DNA fluorescence polarization | Potency, µM (top dose mostly 115 µM), for the others: at the highest dose activity change, negative = inhibition, actives largely listed as inhibitors | 0.037% of 290,000 active | AID 2662, 2010; active = well fitted inhibition curve with a large enough effect in the polarisation, with a control signal flat, not every such curve was filed as active; inconclusive = small, poorly fitted or top-dose-only effect, or effect the other way, or a change in a side signal; inactive = no such curve, though single readings can be large or run the other way; the % refers to the polarisation; note: potency is the fitted concentration of half-maximal effect
# Target sequence (Q03164 whole entry, looked up, the tested form may be a part): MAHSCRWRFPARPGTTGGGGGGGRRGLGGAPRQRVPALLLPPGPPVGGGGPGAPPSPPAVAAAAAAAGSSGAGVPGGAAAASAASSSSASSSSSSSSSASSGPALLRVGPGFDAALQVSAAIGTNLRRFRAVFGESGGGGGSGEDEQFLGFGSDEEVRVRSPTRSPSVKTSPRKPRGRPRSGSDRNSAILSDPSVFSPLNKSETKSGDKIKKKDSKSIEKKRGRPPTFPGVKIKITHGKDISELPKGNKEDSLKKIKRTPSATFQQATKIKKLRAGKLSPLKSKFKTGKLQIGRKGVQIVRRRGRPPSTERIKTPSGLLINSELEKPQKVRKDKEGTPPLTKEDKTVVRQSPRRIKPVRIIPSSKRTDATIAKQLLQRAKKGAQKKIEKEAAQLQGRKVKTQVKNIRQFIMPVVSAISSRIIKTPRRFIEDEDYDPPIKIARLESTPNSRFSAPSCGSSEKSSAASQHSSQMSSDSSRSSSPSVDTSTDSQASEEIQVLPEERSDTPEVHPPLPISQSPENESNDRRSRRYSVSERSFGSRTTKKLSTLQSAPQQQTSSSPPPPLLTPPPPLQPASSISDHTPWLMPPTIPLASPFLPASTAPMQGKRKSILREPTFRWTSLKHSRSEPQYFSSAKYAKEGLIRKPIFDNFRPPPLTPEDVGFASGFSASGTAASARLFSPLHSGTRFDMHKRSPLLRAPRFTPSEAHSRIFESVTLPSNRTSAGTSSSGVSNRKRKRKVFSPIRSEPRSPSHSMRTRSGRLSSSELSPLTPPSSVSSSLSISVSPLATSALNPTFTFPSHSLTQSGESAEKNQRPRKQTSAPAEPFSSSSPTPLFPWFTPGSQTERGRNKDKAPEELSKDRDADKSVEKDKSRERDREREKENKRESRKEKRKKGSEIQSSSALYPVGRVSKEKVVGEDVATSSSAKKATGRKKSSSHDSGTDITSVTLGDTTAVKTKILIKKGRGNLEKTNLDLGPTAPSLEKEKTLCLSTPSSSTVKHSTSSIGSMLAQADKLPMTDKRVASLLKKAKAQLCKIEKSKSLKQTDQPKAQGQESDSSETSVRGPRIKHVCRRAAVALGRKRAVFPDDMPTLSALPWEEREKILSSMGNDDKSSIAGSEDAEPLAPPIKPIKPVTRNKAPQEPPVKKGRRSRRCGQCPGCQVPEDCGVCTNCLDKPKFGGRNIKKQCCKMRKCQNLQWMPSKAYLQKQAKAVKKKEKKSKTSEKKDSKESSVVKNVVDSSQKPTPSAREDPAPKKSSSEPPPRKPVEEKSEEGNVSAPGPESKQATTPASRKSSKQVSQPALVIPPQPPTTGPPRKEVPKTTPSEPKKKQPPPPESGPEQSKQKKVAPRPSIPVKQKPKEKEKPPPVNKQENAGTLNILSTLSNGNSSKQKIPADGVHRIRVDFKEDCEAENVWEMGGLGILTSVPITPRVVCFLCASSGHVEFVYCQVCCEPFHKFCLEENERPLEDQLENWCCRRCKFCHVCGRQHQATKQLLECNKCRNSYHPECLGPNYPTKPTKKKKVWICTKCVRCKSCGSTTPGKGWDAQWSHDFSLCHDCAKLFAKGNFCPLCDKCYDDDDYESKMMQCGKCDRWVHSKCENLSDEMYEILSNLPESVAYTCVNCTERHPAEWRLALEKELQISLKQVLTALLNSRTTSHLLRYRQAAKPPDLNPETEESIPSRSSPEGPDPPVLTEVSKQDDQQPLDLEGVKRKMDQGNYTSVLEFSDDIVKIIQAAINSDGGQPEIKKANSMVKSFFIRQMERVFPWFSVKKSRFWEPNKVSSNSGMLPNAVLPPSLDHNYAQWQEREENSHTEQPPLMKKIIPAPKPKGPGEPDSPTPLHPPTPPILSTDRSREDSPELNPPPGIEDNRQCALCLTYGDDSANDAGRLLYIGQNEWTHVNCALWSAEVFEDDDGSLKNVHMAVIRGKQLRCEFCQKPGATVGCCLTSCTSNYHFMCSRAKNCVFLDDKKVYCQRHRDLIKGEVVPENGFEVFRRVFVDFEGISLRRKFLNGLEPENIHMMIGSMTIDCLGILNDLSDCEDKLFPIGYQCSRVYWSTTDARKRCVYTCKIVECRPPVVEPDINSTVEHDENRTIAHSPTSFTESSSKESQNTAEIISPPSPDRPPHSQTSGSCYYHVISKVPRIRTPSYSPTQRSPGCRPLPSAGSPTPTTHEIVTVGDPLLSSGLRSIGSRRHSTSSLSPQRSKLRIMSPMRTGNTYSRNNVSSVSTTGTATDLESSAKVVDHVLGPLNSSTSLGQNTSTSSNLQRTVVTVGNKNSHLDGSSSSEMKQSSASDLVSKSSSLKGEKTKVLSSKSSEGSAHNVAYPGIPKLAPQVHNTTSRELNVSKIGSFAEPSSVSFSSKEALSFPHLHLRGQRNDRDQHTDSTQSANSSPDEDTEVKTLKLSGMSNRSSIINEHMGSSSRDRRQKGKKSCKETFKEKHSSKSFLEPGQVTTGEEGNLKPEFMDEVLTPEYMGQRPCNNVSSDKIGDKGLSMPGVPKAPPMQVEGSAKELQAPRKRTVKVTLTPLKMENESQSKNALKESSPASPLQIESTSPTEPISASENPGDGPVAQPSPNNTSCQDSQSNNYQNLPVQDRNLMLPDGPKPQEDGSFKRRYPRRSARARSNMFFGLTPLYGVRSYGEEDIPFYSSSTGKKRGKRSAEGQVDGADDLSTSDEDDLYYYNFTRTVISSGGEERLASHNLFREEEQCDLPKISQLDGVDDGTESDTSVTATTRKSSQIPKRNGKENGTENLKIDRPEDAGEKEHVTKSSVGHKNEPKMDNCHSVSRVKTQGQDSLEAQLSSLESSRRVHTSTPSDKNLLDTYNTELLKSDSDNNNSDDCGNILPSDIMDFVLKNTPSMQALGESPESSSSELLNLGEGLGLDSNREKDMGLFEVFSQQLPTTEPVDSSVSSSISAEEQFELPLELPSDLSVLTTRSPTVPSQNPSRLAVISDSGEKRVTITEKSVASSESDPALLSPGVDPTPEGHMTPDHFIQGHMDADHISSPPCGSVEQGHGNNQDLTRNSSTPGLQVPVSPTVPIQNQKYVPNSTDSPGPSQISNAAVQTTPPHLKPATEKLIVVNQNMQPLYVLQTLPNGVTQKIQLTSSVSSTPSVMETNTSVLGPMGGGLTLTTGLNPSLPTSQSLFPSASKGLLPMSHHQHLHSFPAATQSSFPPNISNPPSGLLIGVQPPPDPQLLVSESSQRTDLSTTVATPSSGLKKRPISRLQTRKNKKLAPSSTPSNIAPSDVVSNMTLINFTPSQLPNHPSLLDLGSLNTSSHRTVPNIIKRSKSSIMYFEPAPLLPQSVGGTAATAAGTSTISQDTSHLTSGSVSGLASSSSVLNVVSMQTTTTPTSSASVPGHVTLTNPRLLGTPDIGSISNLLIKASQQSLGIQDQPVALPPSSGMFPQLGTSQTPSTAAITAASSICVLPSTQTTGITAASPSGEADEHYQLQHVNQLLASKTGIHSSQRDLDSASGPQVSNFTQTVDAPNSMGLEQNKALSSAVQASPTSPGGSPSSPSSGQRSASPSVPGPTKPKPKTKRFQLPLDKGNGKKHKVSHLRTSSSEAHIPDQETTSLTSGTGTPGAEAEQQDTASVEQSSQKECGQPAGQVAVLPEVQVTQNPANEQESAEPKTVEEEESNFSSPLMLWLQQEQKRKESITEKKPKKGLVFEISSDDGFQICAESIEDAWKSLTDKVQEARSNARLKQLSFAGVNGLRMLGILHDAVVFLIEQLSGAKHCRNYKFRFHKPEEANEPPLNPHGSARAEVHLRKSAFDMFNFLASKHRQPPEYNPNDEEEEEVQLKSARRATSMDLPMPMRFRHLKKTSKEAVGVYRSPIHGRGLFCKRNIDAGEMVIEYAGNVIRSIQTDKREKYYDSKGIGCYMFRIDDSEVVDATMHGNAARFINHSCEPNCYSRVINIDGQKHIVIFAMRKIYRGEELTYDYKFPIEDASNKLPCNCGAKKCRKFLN
#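 Fluorescence polarization: 7 uM MLL-CXXC (stock) preincubated 5 min with compounds, then 50 nM fluorescein-HOX-A9 DNA (stock) added; 30 min ambient. Buffer 50 mM Tris-HCl pH 7.5, 50 mM NaCl, 1 mM DTT, 0.05% BSA.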
# Starred values were filed as active, the others as inactive; ? = inconclusive; / = not tested or not shown; [ ] = remark or other dose. Unless noted, calls come from the whole dose curve; as a rule, active = well fitted curve in the direction sought with a large enough effect; inconclusive = small, poorly fitted or top-dose-only effect, or another doubt; inactive = no such curve, though single readings can be large; an effect the other way counts as inactive or inconclusive. The list is partial, so the mix of outcomes need not match the whole.
SMILES,TCR activator,A-T KAP1 phos,a7 integrin act,Menin-MLL TR inh,Mito fusion yeast,TSHR antag,S-ASM inh,PTAP TSG101 blk,MBNL1-CUG inh,CXXC DNA block
O=C(Nc1cc(Cl)cc(Cl)c1)C1CCC(=O)N1Cc1ccccc1Cl (stereo not drawn),0.2%,/,-26.4%,?,16.7%,9.1,-4.5%,-4.2%,-9.4%,-11.0%
CCOC(=O)N1CCN(C(=S)Nc2cc(OC)c(OC)cc2C(=O)OC)CC1,/,-0.6%,2.9%,?,-0.1%,-3.9,1.3%,-0.2%,-2.6%,-3.9%
CCC(NS(=O)(=O)c1ccc(C)cc1)C(=O)Nc1ccc(NC(C)=O)cc1 (stereo not drawn),-0.9%,5.8%,-5.3%,-19.0%,2.9%,-20.6,2.7%,-4.2%,-4.6%,3.3%
COc1ccc(S(=O)(=O)N2CCOCC2)cc1NC(=O)CSc1nnc(N)s1,1.3%,-1.6%,5.8%,/,-6.5%,-3.5,2.5%,-2.9%,/,/
COC(C[C@H](O)CC(=O)[C@H](C)OCc1ccccc1)OC,0.9%,-9.7%,0.7%,/,-5.4%,-5.8,-5.2%,-4.6%,1.1%,0.3%
Cc1ccnc(NC(=O)c2ccc(Cl)c(S(=O)(=O)N3CCCC3)c2)c1,1.3%,2.9%,-20.2%,/,-20.8%,-7.6,-1.8%,-5.0%,/,/
Clc1ccc(/C=N/N2CCN(Cc3ccccc3)CC2)cc1,2.1%,-1.6%,15.8%,9.0%,-7.4%,-1.4,-3.1%,2.0%,5.4%,6.2%
COc1ccc(N/C=C(\C2OC(=O)c3ccccc32)[N+](=O)[O-])cc1 (stereo not drawn),0.0%,-1.7%,0.0%,1.9%,24.3%,-4.0,-0.7%,-4.3%,-9.6%,-9.8%
Cc1cc(C)n(-c2cc(C(=O)O)cc(C(=O)O)c2)n1,6.3%,-1.4%,-17.0%,-0.8%,0.7%,-12.3,1.9%,1.9%,0.5%,0.5%
O=C(CN(Cc1ccccc1Cl)C(=O)c1csnn1)NCc1ccccc1,-4.8%,-6.1%,14.4%,0.7%,-5.0%,5.5,4.9%,-2.9%,1.1%,1.8%
O=C(c1ccc(N2CCOCC2)nc1)N1CCOCC1,-4.5%,-3.8%,-1.6%,-1.0%,7.8%,-20.9,-1.7%,-7.6%,-5.0%,11.9%
Cn1ccnc1SCC(=O)Nc1ccc2ccccc2c1,1.3%,-3.3%,8.1%,20.0%,-4.6%,-10.3,1.9%,-5.0%,2.3%,-2.0%
CC(C)(C)NC(=O)N1CCN(c2nc3ccc(Cl)cc3s2)CC1,5.4%,-4.5%,-31.4%,-8.8%,9.4%,-8.9,-2.2%,-3.1%,7.0%,-2.6%
O=C(Nc1ccc(F)cc1F)NC1CC1,2.0%,17.9%,22.4%,-11.7%,-10.2%,-10.1,1.1%,0.8%,-1.9%,1.9%
Cc1ccc(C2CC(c3ccco3)n3ncnc3N2)cc1 (stereo not drawn),9.1%,12.8%,-1.0%,15.5%[11.7 µM],-0.2%,16.5,6.1%,-7.6%,-8.8%,-2.2%
CCOc1ccc(NS(=O)(=O)c2ccc(C(=O)NC3CCN(Cc4ccccc4)CC3)cc2)cc1,3.7%,-4.1%,-35.4%,/,0.2%,-4.3,6.8%,3.3%,/,/
COc1ccc(Cl)cc1NC(=O)COC(=O)C1CCCCC1,-40.0%,7.9%,22.7%,/,22.9%,8.1,-8.0%,-5.0%,/,/
Cc1ncc([N+](=O)[O-])n1CC(=O)Nc1ccc(Cl)cc1,5.6%,-9.1%,13.4%,22.2%,8.9%,-7.7,-1.9%,-1.0%,12.9%,-1.9%
COc1ccc(-n2ncc3c2CC(C)(C)CC3NC(=O)CCN2CCCCC2=O)cc1 (stereo not drawn),-1.7%,20.4%,13.8%,/,4.1%,49.9,-0.8%,-6.8%,0.1%,9.2%
O=C(CCc1nc2cccnc2n1Cc1ccccc1)NCCc1ccc(Cl)cc1,2.2%,-1.1%,-9.6%,?,-3.7%,-4.4,-3.3%,-6.0%,-3.7%,-3.0%
O=C1CSC(c2ccc(F)cc2)N1c1c(F)cccc1F (stereo not drawn),-5.0%,31.4%,19.1%,-19.3%,-24.1%,-9.4,1.6%,-6.7%,-0.2%,-8.4%
Cc1ccccc1OCCC(=O)OCC(=O)Nc1ccc2[nH]c(=O)[nH]c2c1,0.2%,0.1%,22.2%,/,-0.5%,-5.5,/,-5.3%,/,/
NC(=NCCc1ccccc1)NS(=O)(=O)c1cccs1,-10.0%,-1.6%,-21.7%,18.5%,1.0%,12.2,-0.4%,0.7%,-7.0%,4.1%
CC(OC(=O)Cn1cnc2c1c(=O)n(C)c(=O)n2C)C(=O)N(C)c1ccccc1 (stereo not drawn),6.5%,1.4%,17.8%,/,-5.3%,-3.4,2.8%,-2.5%,/,/
CC(=O)Cc1nsc(NC(=O)c2ccc(-c3ccc(Cl)c(C(F)(F)F)c3)o2)n1,3.0%,7.3%,12.4%,?,5.4%,-1.5,-2.9%,0.5%,-0.7%,-0.7%
COc1cccc(-c2nc(CS(=O)CC(=O)NC3CC3)c(C)o2)c1 (stereo not drawn),13.5%,15.6%,-13.0%,-7.2%,0.7%,5.5,-3.4%,-0.7%,-2.3%,-4.5%
Cc1cc(C(=O)COc2ccccc2C(N)=O)c(C)n1C1CC1,4.0%,-2.8%,-11.2%,-9.0%,-0.8%,-12.5,1.5%,-5.6%,-3.7%,-4.3%
CCOc1ccc(S(=O)(=O)N2CCOCC2)cc1NC(=O)Cc1c(F)cccc1Cl,-2.5%,14.1%,4.7%,/,5.0%,-7.4,-2.1%,0.2%,/,/
Cn1c(CO)cnc1SCC(=O)c1ccc(F)cc1,-2.3%,-26.7%,9.1%,15.9%,-3.7%,1.5,2.9%,0.4%,2.6%,-8.0%
CC(O)(CS(=O)(=O)Cc1ccccc1)C(=O)Nc1cccc(C(F)(F)F)c1 (stereo not drawn),1.5%,-0.7%,5.3%,/,-8.7%,-4.7,-4.3%,-0.3%,3.9%,0.3%
Cc1ccc(C)[n+](CC(=O)N2CCCCC2)c1,8.1%,-2.4%,10.0%,2.8%,-2.6%,-5.2,4.2%,-7.4%,-0.6%,4.1%
CCCN1C(=O)SC(CC(=O)Nc2cccc3ccccc23)C1=O (stereo not drawn),3.0%[46.1 µM],2.1%,-7.6%,22.7%,3.9%,-5.8,3.2%,-5.0%,11.3%,-4.9%
Cc1ccc2nc(N/C(=N/S(=O)(=O)c3ccc(F)cc3)c3ccccc3)sc2c1,4.2%,-1.1%,-9.3%,-6.6%,2.9%,-8.2,28.9%,-2.5%,-4.1%,-1.3%
CC(=O)N(C)c1ccc(NS(=O)(=O)Cc2ccccc2)cc1,-3.4%,/,0.8%,1.4%,-2.3%,9.2,3.7%,-3.9%,-2.5%,9.4%
CC(C)Cn1c2c(c(O)c(C(=O)Nc3ccc(F)cc3)c1=O)CCCC2,4.1%,5.6%,-24.7%,2.8%,2.6%,-4.6,-15.9%,-2.8%,8.2%,-1.0%
COc1ccc(C(CNC(=O)c2ccc(C)o2)N2CCOCC2)cc1 (stereo not drawn),4.7%,6.2%,11.1%,/,-0.9%,-3.2,4.8%,-4.2%,/,/
Cc1cccc(C(C(=O)NC2CCCC2)N(Cc2cccnc2)C(=O)c2csnn2)c1 (stereo not drawn),-4.0%,4.9%,-2.2%,-13.8%,1.7%,-9.3,2.3%,-1.5%,-5.3%,-0.4%
Cc1ccc(NC(=O)CCC(=O)c2ccc(Br)cc2)cc1,-2.2%,-1.2%,-23.4%,?,-6.6%,-2.4,0.9%,-0.4%,12.5%,-2.3%
